# PhoP inhibition = PhoP-dependent GFP reporter repression – Salmonella Typhimurium, primary screen (AID 1863). 300,000 tested, 0.16% active. S. Typhimurium PhoP-regulated promoter GFP reporter, 4 h; higher % means a stronger effect. one-dose inhibition, % at 50 µM; IC50 in µM for titrated hits;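 active = inhibition over 29.93%, a cutoff 3 SD above the screen mean, later confirmed by dose response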;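 note: 0% = low Mg2+ inducing control and 100% = high Mg2+ repressing control; strong numbers were not always called active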
# Ins promoter up = MIN6 insulin promoter up-regulation; 190,000 tested, 0.3% active; AID 1625; MIN6 insulin promoter-GFP reporter, high-content imaging; stronger effect = higher value; z-score at 5 µM;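 active = z-score above 3 at 5 µM with at least 500 cells counted in the well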
# Autophagy mod = autophagy modulation, high-content screen; calls only at 10 µM (by protocol); AID 463193; 190,000 tested, 0.98% active; MEF GFP-LC3 puncta imaging; test concentration mostly 10 µM;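 active = percentage of spot-positive cells more than 3 SD above its plate mean, without a fluorescence outlier flag or 80% toxicity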;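 note: spot-positive cell cutoff set from DMSO-treated cells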
# ER stress rescue = protection against thapsigargin-triggered cell killing – 384-well, CSM14.1, ATP luminescence, primary screen (AID 1222). CSM14.1 thapsigargin-induced death rescue, ATP luminescence; higher % means a stronger effect. cellular ATP content (survival), % at 20 µM; hits with a dose series show EC50 in µM. 190,000 tested, under 10 active;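 active = EC50 below 50 µM in the dose-response confirmation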;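 note: death triggered by thapsigargin at about 15 µM added after 2 h compound pretreatment; cell ATP read after overnight thapsigargin exposure of roughly 18 to 22 hours; normalized against plate controls of thapsigargin alone and 5% DMSO vehicle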
# Lipid droplet = hepatic lipid droplet formation modulation; AML12 mouse hepatocytes, oleate lipid droplets, BODIPY imaging; inhibition, % at 6.5 µM; 240,000 tested, 0.4% active;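 active = lipid droplet intensity inhibited by at least 50%, with more than 500 cells counted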
#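 Material: mouse AML12 hepatocyte cell line, fixed after treatment; Timing: compound with oleate, overnight; Technique: high-content imaging of BODIPY-stained droplets and DAPI nuclei; Probe or stimulus: oleate, 100 µM final; Dosing: compound at 6.5 µM only.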
# b-catenin transl = alters nuclear translocation of beta-catenin in HeLa cells; 190,000 tested, 0.3% active; nuclear translocation activity, % at 5 µM; immunofluorescence imaging;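 active = nuclear translocation activity above 50% at 5 µM, with a well cell count of 50 or more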;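 note: per-cell ratio of nuclear to cytoplasmic median beta-catenin stain intensity; plate controls were DMSO negative control for no effect and GSK-3 inhibitor IX positive control for full effect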
#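 Test system: human HeLa cell line; Doses: 5 µM primary, 0.02–20 µM confirmation; Incubation: 24 h compound exposure, 37°C; Detection: beta-catenin immunofluorescence imaging with DAPI; Read-out: beta-catenin nuclear/cytoplasmic ratio, % activation.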
# T cell HTS = T cell immune modulation candidate. 2C CD8+ T cell-vesicle binding, flow cytometry; stronger effect = lower value. calls only at 7 µM. 330,000 tested, 0.068% active;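 active = response, share of CD8 T cells binding vesicles, and their 90th percentile fluorescence all below set limits, cut at about 80% in these data, passing the limit was not always enough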
#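 Incubation: binding step 1.5 h, 37 °C, antibody labelling 20 min, ice; system: murine 2C transgenic CD8+ T lymphocytes; technique: cytometric PE anti-B7-1 and Alexa647 anti-CD8 signals after 1% paraformaldehyde fixation; also added: QL9-charged Drosophila Ld/ICAM-1/B7-1 vesicles; control set: naked versus QL9-loaded vesicles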
# Dynein transport = dynein cargo transport inhibition. 3617.4 mouse cells, GR-EGFP nuclear translocation imaging; test concentration mostly 20 µM; stimulated with dexamethasone, 1 µM; stronger effect = lower value. z-score, hits read low. 220,000 tested, 0.47% active;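 active = plate z-score of nuclear minus cytoplasmic receptor signal below a set negative limit, without overly bright fluorescence or cell loss, cut at about -3.5 in these data, passing the limit was not always enough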;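 note: z-score of nuclear minus cytoplasmic ring GR-EGFP intensity difference per well; some compounds called inactive have numbers as strong as hits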
#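 Buffer or medium: Induction medium lacking tetracycline, stripped serum | Also added: Dexamethasone agonist, 1.0 µM final, for 30 min | Timing: 48 h induction, 1 h compound, 30 min dex at 37 °C | Detection: Formaldehyde fixation, Hoechst nuclear stain, 10x automated fluorescence imaging | Measure: Nuclear versus cytoplasmic GR-EGFP signal, averaged per well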
# MT stabilize HCS = stabilizes microtubules in HeLa cells. HeLa tubulin immunostaining HCS, 24 h; share of cells brighter than vehicle mean+2SD. % tubulin-high responders, % at 10 µM. 200,000 tested, 0.83% active;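 active = plate Z-score above 3 for both tubulin-high and condensed-nucleus cell shares, with cell loss under 80%, at 10 µM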;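 note: anti alpha tubulin signal scored within the nucleus-defined area of each cell; some results filed as inactive read as strong as hits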
# Dynein transport cytoplasmic EGFP = recorded beside Dynein transport, whose call it bears; z-score; measured here: cytoplasmic GR-EGFP intensity; stronger effect = higher value
# Dynein transport nuclear GR-EGFP = recorded beside Dynein transport, whose call it bears; z-score; measured here: nuclear GR-EGFP intensity;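 lower value marks the stronger effect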
# Dynein transport cell count = further read-out of Dynein transport, marked with its call; z-score; measured here: cell count per field
# Ins promoter up cell count = further read-out of Ins promoter up, marked with its call; cell count; measured here: cytotoxicity, nuclei count;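 total cells summed across four imaged fields per well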
# Lipid droplet cells 6.5 µM = further read-out of Lipid droplet, marked with its call; cell count; measured here: cell count, cytotoxicity flag;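 cells counted across two imaged fields per well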
# b-catenin transl cell count 5 µM = second read-out of b-catenin transl, no call of its own (marks repeat the call); cell count; measured here: cell count, cytotoxicity flag
# T cell HTS vesicle-bound % = also measured in T cell HTS; calls as there; double positive events, %; measured here: CD8+ vesicle-bound cell fraction;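 binding gate set so that unloaded-vesicle control wells show 10% double positive cells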
# MT stabilize HCS Hoechst-high % = second read-out of MT stabilize HCS, no call of its own (marks repeat the call); % Hoechst-high responders; measured here: nuclear condensation Hoechst responders;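 share of cells brighter than vehicle mean plus two SD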
# MT stabilize HCS cytotoxicity % = second read-out of MT stabilize HCS, no call of its own (marks repeat the call); toxicity, %; measured here: cytotoxicity by cell density;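 0% = mean cell density of plate MIN control wells and 100% = no cells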
# Autophagy mod cell loss 18 h = further read-out of Autophagy mod, marked with its call; toxicity, %; measured here: cell loss, nuclei count;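 cell loss after 18 h compound exposure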
# Numbers without * were called inactive; i = inactive; . = no result given; + = active, no number.
Compound	MT stabilize HCS Hoechst-high %	Dynein transport	Dynein transport nuclear GR-EGFP	Dynein transport cytoplasmic EGFP	Dynein transport cell count	Ins promoter up cell count	b-catenin transl	Lipid droplet	Autophagy mod cell loss 18 h	Ins promoter up	T cell HTS	MT stabilize HCS cytotoxicity %	T cell HTS vesicle-bound %	b-catenin transl cell count 5 µM	Autophagy mod	ER stress rescue	Lipid droplet cells 6.5 µM	MT stabilize HCS	PhoP inhibition
O=C1C2CCCN2C(c2ccccc2F)N1c1ccc(F)cc1 (stereo unspecified)	1.6	1.9	0.62	-0.46	-0.15	1317	-0.5	-5	2	0.82	i	3.4	32	1089	i	-0.9%	672	2.6	-5%
CCn1cc(S(=O)(=O)Nc2ccc3c(c2)OCCO3)cn1	0.8	0.97	0.24	-0.29	0.025	1465	-1.9	9	-8	-0.02	i	6.8	33	995	i	1.2%	689	1.8	10%
COc1cc2c(cc1OC)CN(C(=S)Nc1ccccc1)CC2	2.5	-0.43	0.14	-0.21	0.064	.	.	.	-29	.	i	2.5	23	.	i	2.1%	.	3.5	0%
C/C(CCc1ccco1)=N\NC(=O)CNc1c(Br)cc(Br)cc1Br	1.6	-0.39	-0.019	-0.29	0.6	1252	-1.2	-9	7	0.31	i	4.7	14	1127	i	0.9%	662	4.0	-6%
Cc1cccc2nc(CSc3nnc4ccccn34)cn12	0.6	-0.5	-0.12	-0.25	0.81	1930	-2.2	8	-13	-0.32	i	5.1	17	1104	i	-1.7%	661	1.5	6%
CN1C(=O)C(O)(CC(=O)c2ccc(F)cc2)c2cc(Br)ccc21 (stereo unspecified)	2.8	0.23	0.46	-0.21	0.034	1889	1.4	-9	-2	-0.73	i	7.8	35	1074	i	-2.6%	578	4.5	7%
CCc1ccc(NC(=O)/C(C#N)=C/c2cn(CC(=O)O)c3ccccc23)cc1	2.6	-0.13	0.17	-0.2	-0.77	1430	0.4	-4	6	-0.08	i	6.7	64	1559	i	0.7%	676	2.3	-1%
CS(=O)(=O)N(CC(=O)NCCC1=CCCCC1)C1CCCCC1	2.4	0.87	1	0.83	1.3	.	.	0	9	.	i	18	55	.	i	-0.1%	694	2.6	8%
CN(C)S(=O)(=O)c1cccc(NC(=S)N2CCc3ccccc32)c1	2.8	0.79	1.4	-0.45	-0.16	1088	-2.9	5	-4	-1.2	i	6.0	36	1073	i	-0.4%	677	2.2	2%
Cc1ccccc1CN1C[C@@H]2C[C@@H](c3cn(C)nc3-c3ccccc3)N3CCC[C@@]23C1=O	1.4	-3.2	-1.5	2.3	-2.3	1359	2.6	-57	-6	0.1	i	5.9	65	948	i	2.3%	704	2.8	.
COc1ccc(NC(=O)CSc2nccn2C)c([N+](=O)[O-])c1	2.9	0.4	-0.21	-0.35	-0.39	1250	.	9	1	0.46	i	4.9	26	.	i	-0.3%	729	2.5	-2%
Cn1c(N)c(C(=O)COC(=O)COc2ccccc2C#N)c(=O)n(C)c1=O	1.5	0.015	0.33	-0.27	0.13	1166	5.4	5	9	0.25	i	9.8	29	934	i	-1.3%	704	4.4	4%
Cc1cc(C)c2[nH]c(=O)c(CN(Cc3ccco3)C(=O)C3CCCO3)cc2c1 (stereo unspecified)	1.8	-0.21	-0.16	-0.22	0.37	1249	-3.5	.	-11	0.67	i	9.6	37	881	i	1.8%	.	2.2	-3%
COc1ccc(N2CCN(C(c3cccs3)C(C)NC(=O)c3ccco3)CC2)cc1 (stereo unspecified)	0.5	-1.1	-0.38	-0.24	1	.	0.5	7	-2	.	i	0.3	55	962	i	-1.1%	757	1.5	1%
Cc1cccc(-c2noc(-c3ccno3)n2)c1	.	-0.42	-0.43	-0.27	0.2	1301	-3.0	11	.	0.32	i	.	26	1189	.	.	729	.	1%

# Other structures:
Compound	MT stabilize HCS Hoechst-high %	Dynein transport	Dynein transport nuclear GR-EGFP	Dynein transport cytoplasmic EGFP	Dynein transport cell count	Ins promoter up cell count	b-catenin transl	Lipid droplet	Autophagy mod cell loss 18 h	Ins promoter up	T cell HTS	MT stabilize HCS cytotoxicity %	T cell HTS vesicle-bound %	b-catenin transl cell count 5 µM	Autophagy mod	ER stress rescue	Lipid droplet cells 6.5 µM	MT stabilize HCS	PhoP inhibition
Cc1c(N=NC2=C(O)CC(C)(C)CC2=O)c(=O)n(-c2ccccc2)n1C	2.0	-1.3	-0.86	-0.22	0.14	1148	1.0	24	16	-0.27	i	4.5	51	1486	i	1.6%	659	2.7	3%
CC(=O)c1ccc(N2CCC(C(=O)O)CC2)cc1	2.9	-0.23	-0.072	-0.19	0.25	1256	-3.3	7	-10	0.11	i	1.1	55	1117	i	-0.3%	733	1.7	0%
Cc1ccc(SCc2ccc(C(=O)Nc3cccnc3)cc2)cc1	3.6	-0.26	-0.37	-0.25	0.74	578	3.4	-6	-6	-2.6	i	0.2	52	971	i	1.4%	630	4.8	-9%
O=C(O)c1ccc(NC2CC(=O)N(Cc3ccccc3)C2=O)cc1 (stereo unspecified)	4.3	0.037	0.47	-0.36	0.3	1332	-3.7	3	1	0.85	i	9.3	30	1125	i	-0.1%	709	3.8	-9%
CCOC(=O)c1cccc(NS(=O)(=O)c2c(C)[nH]c(=O)[nH]c2=O)c1	1.6	0.87	0.89	-0.0055	-1.4	1418	-0.7	.	-7	-0.92	i	1.5	59	957	i	1.1%	.	4.2	7%
CCOC(=O)c1c(C)[nH]c(C(=O)N/N=C/c2cccc(OC)c2)c1C	20*	0.23	-0.087	-0.21	0.12	1488	-0.4	-31	-1	0	i	57*	34	1101	i	0.3%	639	20*	2%
C=CCOC(=O)C1=C(C)NC(SCC(=O)Nc2ccc(C)c(Cl)c2)=C(C#N)C1c1ccco1 (stereo unspecified)	2.8	-0.49	0.29	-0.17	-0.17	1138	-8.2	.	3.5*	0.25	i	3.4	41	1060	+	0.4%	.	9.2	-3%
CC(C)CC(=O)Nc1ccccc1N1CCCC1	2.5	1.5	1	0.12	-1	1579	-3.3	5	-2	0.13	i	10	50	1100	i	-1.8%	644	2.8	18%
Cc1ccc(C2=NN(S(C)(=O)=O)C(c3ccc4nccnc4c3)C2)cc1 (stereo unspecified)	2.7	-0.7	-0.64	-0.14	0.43	1221	1.2	5	12	0.88	i	5.3	50	523	i	-2.4%	676	1.9	4%
O=C(Nc1cc(C(F)(F)F)ccc1N1CCOCC1)C1Cc2ccccc2CN1C(=O)c1ccco1 (stereo unspecified)	2.0	-0.61	-0.26	-0.18	1.4	1212	-3.5	.	-5	-0.3	i	11	46	1002	i	6.1%	.	1.9	10%
CCCCNS(=O)(=O)c1ccc2nc(-c3cccnc3)cc(C(=O)NC(C)CC)c2c1 (stereo unspecified)	1.9	3	3.3	-0.02	-1.9	1027	-1.5	3	-5	-0.05	i	0.1	33	529	i	-3.1%	722	3.9	8%
CCn1c(SCC(=O)OC)nnc1-c1c[nH]c2ccccc12	.	-0.33	0.38	-0.2	0.27	921	1.0	-5	.	0.56	i	.	23	1311	.	.	712	.	.
CN(C)CCOC(=O)C12CC3CC(C1)CC(C(=O)OCCN(C)C)(C3)C2	.	-0.12	-0.17	-0.27	0.21	1205	0.0	13	.	0.16	i	.	54	1289	.	.	699	.	-5%
COc1cccc(OCc2nc3ncc(Br)cc3[nH]2)c1	24*	0.077	0.1	-0.34	-0.24	651	0.7	-137	38	-2.1	i	63*	42	1100	i	-1.9%	323	36*	6%
CC(=O)Nc1ccc(-c2csc(NNC(=O)c3ccccc3)n2)cc1	0.7	0.021	0.98	1.9	-1	.	-0.7	5	6	.	i	4.8	20	1509	i	1.2%	714	1.4	6%
O=S(=O)(N/N=C1\CC(c2ccccc2)Oc2ccccc21)c1ccccc1 (stereo unspecified)	1.3	1.1	0.61	-0.18	-0.32	1413	-0.2	.	1	0.62	i	6.7	18	1349	i	-4.0%	.	3.3	8%
CCC(C)NCCCCOc1cc(C)cc(C(C)C)c1 (stereo unspecified)	1.7	-0.61	0.25	-0.21	0.25	1023	-3.2	-42	8	0.01	i	3.8	40	529	i	-1.2%	640	2.5	10%

# Rewritten with two lines to a compound: entries from further up
# The line under a structure holds: MT stabilize HCS Hoechst-high % | Dynein transport | Dynein transport nuclear GR-EGFP | Dynein transport cytoplasmic EGFP | Dynein transport cell count | Ins promoter up cell count | b-catenin transl | Lipid droplet | Autophagy mod cell loss 18 h | Ins promoter up | T cell HTS | MT stabilize HCS cytotoxicity % | T cell HTS vesicle-bound % | b-catenin transl cell count 5 µM | Autophagy mod | ER stress rescue | Lipid droplet cells 6.5 µM | MT stabilize HCS | PhoP inhibition
CCn1c(SCC(=O)OC)nnc1-c1c[nH]c2ccccc12
→ . | -0.33 | 0.38 | -0.2 | 0.27 | 921 | 1.0 | -5 | . | 0.56 | i | . | 23 | 1311 | . | . | 712 | . | .
Cc1c(N=NC2=C(O)CC(C)(C)CC2=O)c(=O)n(-c2ccccc2)n1C
→ 2.0 | -1.3 | -0.86 | -0.22 | 0.14 | 1148 | 1.0 | 24 | 16 | -0.27 | i | 4.5 | 51 | 1486 | i | 1.6% | 659 | 2.7 | 3%
